Compound activity as filed in PubChem BioAssay.
PNC assembly inh – inhibitors of perinucleolar compartment assembly; PC3M PTB-GFP, PNC prevalence imaging, 16 h; stronger effect = lower value; 3.1% of 140,000 active; AID 2417; activity change (PNC), negative = inhibition, % at 10 µM;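 active means readout at or below -70, meaning at least 70% loss of cells showing the perinucleolar compartment, a nuclear body marking cancer cells; inconclusive means readout between -30 and a set limit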;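 further: plate controls were DMSO wells for no effect and camptothecin positive control wells for full effect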
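Compounds are pinned in duplicate onto adhered PC3M cells stably expressing GFP-tagged PTB and incubated 16 h at 37 C. Cells are then fixed, nuclei stained with Hoechst, and PNC-positive cells counted.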
ALOX15B inhib – blocks human 15-lipoxygenase 2 activity; purified 15hLO-2, xylenol orange hydroperoxide absorbance; Potency, µM (doses to about 57.1 µM), for inactives: at the highest dose activity change, negative = inhibition, usual class: inhibitors; 0.56% of 110,000 active; further: potency means the concentration at half of the fitted maximal effect; nearly all actives have a fitted effect of over 60% in size; many of its hits are not listed in these tables
Target sequence (O15296 whole entry, looked up): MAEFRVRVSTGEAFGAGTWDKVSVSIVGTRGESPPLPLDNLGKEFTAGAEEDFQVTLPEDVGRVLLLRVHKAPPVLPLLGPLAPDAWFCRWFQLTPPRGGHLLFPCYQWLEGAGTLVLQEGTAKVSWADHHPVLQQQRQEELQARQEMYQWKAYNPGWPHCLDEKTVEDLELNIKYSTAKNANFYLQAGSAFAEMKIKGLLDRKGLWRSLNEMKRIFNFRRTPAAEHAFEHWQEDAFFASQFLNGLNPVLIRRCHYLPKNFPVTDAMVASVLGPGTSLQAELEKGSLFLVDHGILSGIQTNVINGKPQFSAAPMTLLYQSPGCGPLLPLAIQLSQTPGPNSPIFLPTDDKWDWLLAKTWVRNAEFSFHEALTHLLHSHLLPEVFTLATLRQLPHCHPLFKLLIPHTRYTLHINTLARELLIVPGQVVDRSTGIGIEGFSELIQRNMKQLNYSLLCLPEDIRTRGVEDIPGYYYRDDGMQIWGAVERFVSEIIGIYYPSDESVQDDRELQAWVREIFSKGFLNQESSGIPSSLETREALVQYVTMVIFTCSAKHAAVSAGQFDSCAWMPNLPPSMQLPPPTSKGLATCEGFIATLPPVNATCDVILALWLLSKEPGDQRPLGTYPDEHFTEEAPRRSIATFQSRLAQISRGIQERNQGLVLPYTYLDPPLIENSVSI
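Purified human 15hLO-2 (50 nM) preincubated 15 min with compound, then 45 uM arachidonic acid for 90 min at RT in 25 mM Hepes pH 7.5, 0.01% Triton X-100. Hydroperoxide detected by Fe-xylenol orange; 573/405 nm absorbance ratio.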
IMPase inh – cell-permeable inhibitors of inositol monophosphatase (IMPase). AID 901. inhibition (IP1 accumulation), % at 46.1 µM. CHO-M1 cells, IP1 accumulation, HTRF TR-FRET ratio. 120,000 tested, under 10 active. P97697; active means well fitted curve in the direction sought with a large enough effect in the signal ratio, not every such curve was filed as active; inconclusive means small, poorly fitted or top-dose-only effect, or a change in a side signal; inactive means no such curve, though single readings can be large or run the other way; the % refers to the signal ratio;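 further: cells stimulated with carbachol in lithium chloride buffer; plate controls were DMSO basal wells for no effect and reference inhibitor wells for full effect; higher means more IMPase inhibition seen as more IP1 and lower FRET ratio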
Target sequence (P97697 whole entry, looked up): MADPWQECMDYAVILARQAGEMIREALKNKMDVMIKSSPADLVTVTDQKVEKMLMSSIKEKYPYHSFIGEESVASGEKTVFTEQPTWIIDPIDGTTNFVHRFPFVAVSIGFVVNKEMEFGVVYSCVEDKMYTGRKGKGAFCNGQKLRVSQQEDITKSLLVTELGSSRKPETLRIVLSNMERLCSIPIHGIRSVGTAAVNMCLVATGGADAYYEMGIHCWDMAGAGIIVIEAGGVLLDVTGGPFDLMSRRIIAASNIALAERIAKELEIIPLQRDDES
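The IP-One HTRF competitive assay in carbachol-stimulated CHO-M1 cells quantifies cellular IP1. Compounds spanned up to 46 uM final, and activity is expressed as AC50 from concentration-response fits of the ratio and donor data.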
12-hLO inh – blocks human 12-lipoxygenase activity. P18054. purified 12-hLO, xylenol orange hydroperoxide absorbance. Potency, µM (series often up to 57.1 µM), without a hit: top-dose activity change, negative = inhibition, actives largely listed as inhibitors. 0.12% of 150,000 active. AID 1452; further: potency means the concentration at half of the fitted maximal effect; nearly all actives have a fitted effect of over 55% in size; many of its hits are not listed in these tables
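Purified human 12hLO (150 nM), preincubated 15 min with compound, then 40 uM arachidonic acid for 30 min, room temperature, Hepes pH 7.0 with 0.01% Triton X-100. Hydroperoxide detected by ferrous iron/xylenol orange; 573/405 nm absorbance ratio gives reaction progress.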
* hit, by the source's call; ? = inconclusive; · = no result given; & = joins results of further samples; [ ] = remark or other dose. Unless noted, the call rests on the fitted dose curve; in most records, active means well fitted curve in the direction sought with a large enough effect; inconclusive means small, poorly fitted or top-dose-only effect, or another doubt; inactive means no such curve, though single readings can be large; an effect the other way counts as inactive or inconclusive. Unless noted, on the % scale 0 is the no-effect control and ±100 the full control effect. These rows are one share of the data. The share of hits here may be higher or lower than overall.

SMILES | PNC assembly inh | ALOX15B inhib | IMPase inh | 12-hLO inh
COc1cc2c(cc1O)C(Cc1ccc(O)cc1)N(C)CC2 (centres undefined) | · | -1% | · | 6%
NC(=O)c1c(NC(=O)C2CCCO2)sc2c1CCC2 (centres undefined) | 1 | 0% | ? | -2%
COc1ccccc1Nc1nnc(SCC(=O)N2CC(=O)Nc3ccccc32)s1 | -4 | · | -3 | 2%
Cc1cccc(-c2c3c(=O)n(C)c(=O)n(C)c3cn2C2CCCCC2)c1 | 35 | -25% | 4 | -12%
O=C(O)CC(Cc1ccccc1)c1ccc2c(c1)OCO2 (centres undefined) | 16 | 6% | 1 | -13%
CCn1cc(C(=O)NCc2cccnc2)c2cc(OC)c(OC)cc2c1=O | ? | 9% | 0 | -5%
O=C(CCS(=O)(=O)c1cccc2nonc12)N1CCCc2ccccc21 | 3 | -7% | 6 | -8%
O=C(NCCCCNC(=O)c1ccco1)c1ccco1 | 6 | 3% | -2 | -1%
CC1(C)CC(c2nc(-c3ccc(Br)cc3)cs2)CCS1 (centres undefined) | 12 | · | 2 | 0%
CN(Cc1ccccc1)C(=O)CCNS(=O)(=O)c1ccc2c(c1)oc(=O)n2C | ? | 2% | 6 | -2%
COc1cc(-c2cc(=O)c3c(O)c(OC)c(OC)c(OC)c3o2)cc(OC)c1OC | · | -1% | · | -1%
CCN(CC)CCNC(=O)Cn1nc(Cc2ccccc2)c2ccccc2c1=O | -15 | 18% | 5 | 1%
C=CCn1c(-c2cccn(Cc3ccc(Cl)cc3)c2=O)n[nH]c1=S | 0 | -6% | -11 | -3%
Cc1csc(NC(=O)CCn2c(=O)sc3ccccc32)n1 | 38 | -1% | 5 | 4%
CCCCNc1nnc(CCn2nc(C)c(Br)c2C)s1 | 20 | · | · | -3%
C=CCC(NCc1ccco1)c1ccc(OC)cc1 (centres undefined) | 42 | 4% | -7 | 4%
CCc1ccc(-c2nc(CSCC(=O)N3CCN(c4ncccn4)CC3)c(C)o2)cc1 | -1 | 8% | 6 | -2%
Cc1c(NC2=NC3(CCCCC3)Cc3ccccc32)c(=O)n(C)n1-c1ccccc1 | 309 | · | -1 | 5%
CCn1c(SCC(=O)N/N=C/c2c[nH]c3ccccc23)nnc1-c1ccc(Cl)cc1 | 15 | · | · | -5%
Cc1cc(Cl)ccc1OCCCC(=O)NO | 3 | ? | 17 | -26%
CCOC(=O)C1CCN(C(=O)c2cn(-c3ccccc3)nc2-c2cccnc2)CC1 | ? | -4% | 7 | -6%
Cc1cc(NS(=O)(=O)c2ccc(NC(=O)C(C)Oc3ccc(Cl)cc3)cc2)no1 (centres undefined) | ? | -12% | 1 | -4%
Cc1ccccc1SCC(=O)N1CCN(c2ccc(C(F)(F)F)cn2)CC1 | -28 | · | 24 | 2%
Cn1c(=O)[nH]c(=O)c2c1nc(NCCc1ccccc1)n2CC(O)COc1ccccc1 (centres undefined) | ? | -6% | -1 | -7%
Oc1ccc(C(c2nnnn2C2CCCC2)N2CCc3ccccc3C2)cc1 (centres undefined) | 37 | -18% | 2 | -14%
COc1ccc2c(c1)[nH]c1c(=O)n(CC3CCCO3)cnc12 (centres undefined) | 24 | 6% | 1 | 0%
COc1ccc([N+](=O)[O-])cc1NC(=O)C(C)N(C)Cc1ccc(Br)cc1 (centres undefined) | 0 | · | · | 1%
CCOC(=O)c1c(C2CC2)csc1NC(=O)CSCc1c(C)noc1C | -5 | -9% | 5 | -9%
C[N+](C)(C)CCC(=O)c1cccc2ccccc12 | · | ? | 5 | -24%
O=C(CCc1nc(-c2cccs2)no1)Nc1cnc2ccccc2c1 | 16 | · | · | 3%
Cc1cc(-c2ccco2)n(CC(=O)NCc2ccccc2)n1 | 6 | 2% | 4 | -1%
O=C(Nc1cccc([N+](=O)[O-])c1)c1ccc2c(c1)OCCO2 | -20 | · | · | 0%
CCC1(C)Cc2c(c(=O)n(-c3ccccc3)c3ncnc(N)c23)CO1 (centres undefined) | 33 | -2% | 7 | 0%
CCOc1cccc(-c2cc(C(=O)N/N=C/c3ccc(OC)c(CN4CCOCC4)c3)c3ccccc3n2)c1 | -23 | · | · | -1%
O=C(O)[C@H](CCc1ccccc1)N1C(=O)c2ccccc2C1=O | · | -11%[11.4 µM] | · | 0%[11.4 µM]
Cc1cc(NC(=O)c2cc3n(n2)C(C(F)(F)F)CC(c2ccco2)N3)no1 (centres undefined) | 26 | -1% | 0 | -7%
CCOc1ccc(NC(=O)c2nn(C)cc2Br)cc1 | 36 | -6% | 7 | 2%
COc1ccc2c(c1)CCc1c(C(=O)N3CCCCCC3)noc1-2 | 25 | 2% | 3 | -8%
CCc1nnc(NC(=O)c2ccc(S(=O)(=O)N3CCc4ccccc4C3)cc2)s1 | -85* | · | 0 | -2%
CC(=O)N1CCC(Nc2ccc(C)cc2)CC1 | 26 | 1% | 6 | 2%
Cc1sc2nc(CN3CCOCC3)[nH]c(=O)c2c1-c1ccccc1 | -110* | · | · | -4%
COc1ccc(NC(=O)CCC(=O)OC(C(=O)c2ccccc2)c2ccccc2)cc1 (centres undefined) | -14 | 1% | -6 | -15%
CCOC(=O)CC(NC(=O)Cc1ccc(F)cc1)c1ccccc1Cl (centres undefined) | 55 | · | · | -4%
O=C(O)[C@H]1CCC(=O)N1Cc1ccco1 | ? | 3%[11.4 µM] | 12[1.84 µM] | -2%
COC(=O)NC1(C(F)(F)F)C(=O)NC(C)=C1C(=O)OC (centres undefined) | -107* | 1% | -16 | -1%
COc1ccc(C2C(C#N)=C(C)NC3=C2C(=O)CC(C)(C)C3)cc1 (centres undefined) | 25 | -4% | 1 | -4%
Nc1nc(-c2ccco2)cs1 | -16 | -6% | 9 | 0%
Oc1ccc(Br)cc1-c1cc(-c2ccco2)[nH]n1 | 9 | -15% | 0 | -29%
CC1CC(NC(=O)CCn2c(=O)oc3ccccc32)CC(C)(C)C1 (centres undefined) | ? | 2% | 4 | -9%
COc1ccc(-c2nn(C)c(=O)c3ccccc23)cc1CNC(=O)c1ccco1 | 323 | · | -1 | -3%

Copied from the list.
Result for Cn1c(=O)[nH]c(=O)c2c1nc(NCCc1ccccc1)n2CC(O)COc1ccccc1 (centres undefined) in IMPase inh: -1
Result for COc1ccc2c(c1)CCc1c(C(=O)N3CCCCCC3)noc1-2 in ALOX15B inhib: 2%

Further entries
SMILES | PNC assembly inh | ALOX15B inhib | IMPase inh | 12-hLO inh
FC(F)(F)c1cc(Oc2ccc(Cl)cc2)nc(-c2ccccn2)n1 | -2 | 12% | -4 | 1%
CC(C)(C)c1[nH]nc2c1C(c1ccoc1)C(C#N)=C(N)O2 (centres undefined) | -22 | -3% | 2 | 4%
COC(=O)C1=C(C)C(c2cccs2)NC(=O)N1C (centres undefined) | -100* | · | 0 | 2%
C=CCn1c(SCC(=O)c2[nH]c(C)c(C(=O)OCC)c2C)nc2scc(-c3ccc(OC)cc3)c2c1=O | 19 | · | · | -1%
CCOC(=O)c1cc(=O)n(Cc2ccccc2C)c2ccccc12 | 9 | -12% | -2 | -3%
COC(=O)CCC/C=C1/SCC(NC(=O)c2ccccc2)C1=O (centres undefined) | 14 | ? | 11 | -11%
Cc1ccc(C2SCC(=O)N2Cc2cn3ccsc3n2)o1 (centres undefined) | 2 | -3% | -3 | -2%
Cc1ccc(S(=O)(=O)NCCN2CCOCC2)cc1C | 55 | 1% | -15 | 1%
CN(C)c1nc(Oc2ccc(=O)[nH]n2)nc(N2CCCCC2)n1 | 39 | -5% | -9 | -1%
COc1cc2cc[n+]3cc4c(OC)c(OC)ccc4cc3c2cc1OC | · | -12% | · | -10%
Cc1c(N2C(=O)c3ccc(Br)cc3C2=O)c(=O)n(-c2ccccc2)n1C | 35 | 5% | 10 | 4%
COC(=O)CC(NC(=O)c1ccc(C)cc1)c1ccccc1 (centres undefined) | -18 | 2% | 3 | 12%
COCCCNC(=O)c1ccc(NS(C)(=O)=O)cc1 | 13 | 2% | -17 | 2%
Cc1oc2ccc(O)c(CN3CCOCC3)c2c1C(C)O (centres undefined) | ? | · | 13 | 7%
Cc1ccc(NC(=O)c2cncc(Br)c2)c([N+](=O)[O-])c1 | 22 | · | · | 1%
O=C(Nc1ccccc1C(=O)NC(Cc1ccccc1)C(=O)NC1CCCCCC1)c1ccccc1 (centres undefined) | 41 | -11% | 9 | 5%
Cc1ccc(S(=O)(=O)NC2=C(N3CCN(c4ccccc4F)CC3)C(=O)c3ccccc3C2=O)cc1 | 5 | -22% | 6 | 2%
CCOC(=O)[C@@]12C[C@@H]1/C(=N/O)c1ccccc1O2 | · | 14%&-3% | 5&7 | -5%&-1%
NS(=O)(=O)c1cccc(NC(=O)COC(=O)CCSc2ccccc2)c1 | 4 | · | · | -4%
O=C(NCc1ccccc1)c1ccc2c(c1)OCCO2 | 0 | -3% | 8 | -4%

7 entries from above in a different format.
canonical_smiles	PNC assembly inh	ALOX15B inhib	IMPase inh	12-hLO inh
COC(=O)CC(NC(=O)c1ccc(C)cc1)c1ccccc1 (centres undefined)	-18	2%	3	12%
COCCCNC(=O)c1ccc(NS(C)(=O)=O)cc1	13	2%	-17	2%
Cc1oc2ccc(O)c(CN3CCOCC3)c2c1C(C)O (centres undefined)	?	·	13	7%
Cc1ccc(NC(=O)c2cncc(Br)c2)c([N+](=O)[O-])c1	22	·	·	1%
O=C(Nc1ccccc1C(=O)NC(Cc1ccccc1)C(=O)NC1CCCCCC1)c1ccccc1 (centres undefined)	41	-11%	9	5%
Cc1ccc(S(=O)(=O)NC2=C(N3CCN(c4ccccc4F)CC3)C(=O)c3ccccc3C2=O)cc1	5	-22%	6	2%
CCOC(=O)[C@@]12C[C@@H]1/C(=N/O)c1ccccc1O2	·	14%&-3%	5&7	-5%&-1%

Remaining list, next part:
SMILES | PNC assembly inh | ALOX15B inhib | IMPase inh | 12-hLO inh
CCN(C(=O)CN1CCN(S(=O)(=O)c2ccccc2C(F)(F)F)CC1)c1c(N)n(Cc2ccccc2)c(=O)[nH]c1=O | 3 | · | · | 1%
CCC1(c2ccccc2)NC(=S)N(c2cccc(C)c2C)N1 (centres undefined) | -5 | · | · | 2%
O=S(=O)(c1ccccc1)N1CCC2(CC1)CN(Cc1nccs1)C2 | · | 4% | · | 0%
O=C(NCCCN1CCOCC1)c1cn(-c2ccccc2)nc1-c1cccs1 | 48 | 17% | -6 | 4%
Cc1occc1C(=O)N1CCN(C(c2ccccc2)c2ccccc2)CC1 | -27 | -14% | 8 | -9%
Cc1c(C(=O)N2CCN(c3ccc(C(F)(F)F)cn3)CC2)oc2ccccc12 | 23 | 6% | 6 | -10%
COc1ccc(OC)c(N2Cc3cc(C)c(C)cc3C2)c1 | 22 | -22% | -3 | -15%
CN(CCO)c1nc(N)c2c(N)nc3c(c2c1C#N)CC(=O)N3C1CCCC1 | 45 | · | 10 | -5%
NC(=O)c1ccc(-c2ncc(-c3ccccc3)o2)cc1 | ? | -4% | -3 | 3%
Cc1ccc(SCc2cn3c(C)csc3n2)cc1 | 15 | 64%[activator] | 9 | -4%
COC(=O)C1=C(CSc2nc3ccccc3s2)NC(=O)NC1c1ccc(F)cc1 (centres undefined) | ? | · | · | -1%
O=C(NCC1CCCO1)c1ccc(NC(=O)C2CC=CCC2C(=O)O)cc1 (centres undefined) | 34 | -7% | ? | -2%
Cc1cc(Cl)ccc1OCC(=O)NCCOc1nc(N2CCCCC2)nc(N2CCOCC2)n1 | 29 | 5% | -3 | -2%
Cc1cnc(C(=O)Nc2ccccc2C(=O)N2CCOCC2)cn1 | -3 | 1% | -4 | -1%
COc1ccc(-c2csc(N(CC3CCCO3)C(=O)c3ccco3)n2)cc1 (centres undefined) | 2 | -5% | 1 | 8%
COc1cc(OC)c(OC)cc1/C=N/N(C)c1ccccc1 | 4 | -22% | 10 | -30%
S=C(Nc1cccc(Cl)c1)Nc1ccccc1Oc1ccccc1 | 3 | · | 16 | ?
